MEKK2wt PB1 HTS: raises or lowers MEK5 binding to wildtype human MEKK2 PB1 domain; Q9Y2U5; bead flow cytometry, Alexa488-MEK5 binding to MEKK2 WT; actives lie on both sides; binding response (% of control), % at 10 µM; hit rate 1.1% among 290,000; in the data active = binding response below about 67% or above about 130%
OXTR potentiator: potentiates the human oxytocin receptor response | P30559 | CHO-OTR cells, Fluo-8 calcium fluorescence, potentiator mode; 0% = oxytocin EC15, 100% = EC100 | activation, % at 3 µM | hit rate 0.061% among 320,000;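 active = activation above that plate's cutoff, the mean activation of tested compounds plus 3 SD, cut at about 6.6% in these data, passing the limit was not always enough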;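 note: 100% uses oxytocin at 75 nM as the full agonist control; some results filed as inactive read as strong as hits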
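Material: CHO-OTR cells, human receptor; compound dosing: single dose, 3.0 µM nominal final compound concentration; schedule: 6 min compound pre-incubation at room temperature, 100 s kinetic read; measured by: kinetic Fluo-8 calcium fluorescence; read-out basis: % activation vs EC15 and EC100 oxytocin; controls: EC15 oxytocin alone as 0%, 75 nM oxytocin as 100%; replicates: singlicate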
OXTR ag: human OXTR agonism; P30559; CHO-OTR cells, Fluo-8 calcium fluorescence; normalized: DMSO 0%, oxytocin 100%; activation, % at 3 µM; hit rate 0.32% among 320,000;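 active = activation above the mean of all tested compounds plus 3 SD, cutoff set per screening run, cut at about 20% in these data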;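 note: peak over basal fluorescence ratio from a 100 s FLIPR kinetic read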
GPR7 antagonist: blocks human GPR7 receptor signaling | P48145 | GPR7-expressing cells, fluorescence antagonist assay | inhibition, % at 4.4 µM | hit rate 1.1% among 290,000 | AID 1861; in the data active = inhibition above about 16%, passing the limit was not always enough;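 note: cells stimulated with the agonist NPW; 0% = agonist with vehicle and 100% = vehicle without agonist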
Target sequence (P48145 whole entry, looked up): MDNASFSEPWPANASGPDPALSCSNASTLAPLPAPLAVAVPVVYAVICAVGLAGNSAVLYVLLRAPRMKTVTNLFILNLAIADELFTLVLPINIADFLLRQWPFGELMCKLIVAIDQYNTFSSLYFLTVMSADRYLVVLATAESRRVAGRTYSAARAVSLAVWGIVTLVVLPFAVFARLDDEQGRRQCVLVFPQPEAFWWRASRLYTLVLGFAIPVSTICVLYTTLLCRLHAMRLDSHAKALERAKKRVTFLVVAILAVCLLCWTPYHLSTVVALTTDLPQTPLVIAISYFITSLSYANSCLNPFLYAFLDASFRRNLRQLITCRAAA
V1aR counter: activates human V1a receptor in oxytocin agonist counter-screen. activation, % at 3 µM. P37288. hit rate 0.25% among 320,000. CHO-V1R cells, Fluo-8 calcium fluorescence, agonist mode; 0% DMSO, 100% 3 nM vasopressin;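 active = activation above the mean activation of all tested compounds plus 3 SD, per screening run, cut at about 20% in these data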;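 note: signal is peak over basal fluorescence ratio across a 100 second FLIPR read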
Target sequence (P37288 whole entry, looked up): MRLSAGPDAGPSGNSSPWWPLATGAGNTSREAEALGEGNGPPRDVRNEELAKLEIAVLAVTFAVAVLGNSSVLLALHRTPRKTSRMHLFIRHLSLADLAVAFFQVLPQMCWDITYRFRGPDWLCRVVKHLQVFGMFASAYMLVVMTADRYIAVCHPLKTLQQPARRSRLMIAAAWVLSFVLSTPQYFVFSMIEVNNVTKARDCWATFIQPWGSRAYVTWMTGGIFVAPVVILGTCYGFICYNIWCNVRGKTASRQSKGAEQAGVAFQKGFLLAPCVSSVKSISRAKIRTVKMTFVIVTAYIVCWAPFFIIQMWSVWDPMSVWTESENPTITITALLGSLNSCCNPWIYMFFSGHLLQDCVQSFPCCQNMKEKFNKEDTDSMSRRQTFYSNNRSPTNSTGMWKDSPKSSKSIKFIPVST
PfM18AAP inh: PfM18AAP enzyme inhibition; recombinant PfM18AAP, H-Glu-NHMec fluorogenic cleavage; inhibition, % at 7.35 µM; hit rate 1.2% among 290,000; AID 1822;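 active = inhibition above the campaign mean inhibition over all tested compounds plus 3 SD, cut at about 28% in these data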;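 note: 0% = plate median of test compound wells and 100% = 2 mM ZnCl2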
NALP1 yeast inh: inhibitors of NALP1 inflammasome in yeast | S. cerevisiae NALP1/ASC/caspase-1 growth, X-gal OD620, 72 h | inhibition, % at 10 µM | hit rate 0.61% among 280,000 | AID 2071; in the data active = inhibition mostly above about 24%, no sharp cut-off; inactive = mostly below about 32%; note: some compounds called inactive have numbers as strong as hits
GalR3 antagonist: antagonists of human GalR3 | O60755 | hit rate 0.44% among 360,000 | HEK293 GalR3-CNG cAMP membrane potential fluorescence; galR3 body fused to GalR1 C-terminus | AID 651719 | inhibition, % at 3 µM;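 active = inhibition above the screen-wide average plus 3 SD, cut at about 13% in these data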;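 note: forskolin and galanin both at EC90 stimulate the cells; cAMP rise reported by CNG channel membrane potential dye signal; 0% = forskolin plus galanin with DMSO and 100% = forskolin alone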
Target sequence (O60755 1-299 limits assumed): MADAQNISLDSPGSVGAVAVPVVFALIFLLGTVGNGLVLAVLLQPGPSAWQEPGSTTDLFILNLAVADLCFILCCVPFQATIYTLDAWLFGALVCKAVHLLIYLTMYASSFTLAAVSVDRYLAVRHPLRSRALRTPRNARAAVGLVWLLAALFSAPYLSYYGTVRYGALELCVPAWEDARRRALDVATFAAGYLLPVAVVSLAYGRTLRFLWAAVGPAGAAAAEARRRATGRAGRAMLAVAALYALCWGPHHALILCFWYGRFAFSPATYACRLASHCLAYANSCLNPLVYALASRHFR
MEKK2mut PB1 HTS: signal of MEK5 binding to mutant human MEKK2 PB1 domain; bead flow cytometry, Alexa488-MEK5 binding to MEKK2 mutant; percent response, % at 10 µM; hit rate 0.35% among 290,000; AID 1530; in the data active = percent response above about 24%, passing the limit was not always enough; note: inactives centre near 1; some results filed as inactive read as strong as hits
* hit, by the source's call; / = not tested or not shown.

SMILES	MEKK2wt PB1 HTS	OXTR potentiator	OXTR ag	GPR7 antagonist	V1aR counter	PfM18AAP inh	NALP1 yeast inh	GalR3 antagonist	MEKK2mut PB1 HTS
O=C(O)c1cc2c(s1)CCCC2	106	-1	1.9	6	0.8	8	6	6	6
Cc1ccccc1Nc1nnc(SCC(=O)NCc2cccs2)s1	105	-7	-2.0	-10	0.0	-4	28	0	0
CC(C)n1cnc2cc(NC(=O)c3ccco3)ccc21	93	-5	1.9	2	1.2	-4	0	-7	-7
O=C(COc1nnnc2ccccc12)N1CCCc2ccccc21	101	-9	-0.8	7	-1.5	1	9	-2	3
O=C(NCCCCNC(=O)c1c(Cl)cccc1Cl)c1c(Cl)cccc1Cl	/	-1	0.3	/	0.0	/	/	1	/
CC(=O)c1ccc(S(=O)(=O)Nc2cccc(-c3ccc4nncn4n3)c2)cc1	96	-5	0.5	-8	0.1	-13	4	-4	-3
CN(C)S(=O)(=O)c1ccc(S(=O)(=O)N(CC(=O)Nc2ccccc2)Cc2ccco2)cc1	100	-13	1.6	-8	2.1	-2	4	-2	-3
CCn1c(/N=C/c2ccc(OC)cc2O)nc2ccccc21	91	-15	0.9	-13	-0.4	-10	8	-4	1
Cc1ccnc(NC(=O)CCC(=O)N(CC(=O)NCc2ccccc2)Cc2cccs2)c1	100	-4	-0.5	6	-0.1	2	6	-3	-1
COc1ccc(NC(=O)C2=C(C)C(=O)OC23CCC(C)CC3)c(OC)c1 (stereo not drawn)	105	0	-0.4	-10	0.1	3	20	/	0
CC(=O)Nc1ccc(NC(=O)CSc2n[nH]c(-c3cccs3)n2)cc1	/	-3	-0.2	/	-0.5	/	/	2	/
COC(=O)c1c(NC(=O)/C=C/C(=O)O)sc(C)c1-c1ccc(C(C)C)cc1	99	-5	-1.8	0	-0.2	7	-1	-9	0
COc1cccc(NC(=O)c2ccnc(N3CCC(C(=O)NCc4cc(OC)ccc4OC)CC3)c2)c1	97	-9	1.4	-3	3.2	5	12	/	1
CCN(CC)C(=O)CSc1nc2c(c(-c3cccnc3)c1C#N)CCCC2	103	-1	-1.5	-5	-0.1	-1	-6	-8	3
CC(C)NC(=O)N(C)C[C@H]1Oc2ccc(NS(=O)(=O)c3ccccc3)cc2C(=O)N([C@H](C)CO)C[C@@H]1C	/	0	0.9	/	1.5	/	/	-1	/
COc1ccc(N(CC(=O)NCc2ccccc2OC)S(=O)(=O)c2ccccc2)cc1	95	-12	-0.1	-2	2.3	1	25	-9	-6
COc1cccc(NC(=S)N/N=C2\CC(C)(C)Oc3ccc(O)cc32)c1	98	-10	0.8	-5	2.0	-5	10	-5	-15
COc1ccc(Cl)cc1C(=O)NNC(=O)c1ccncc1	107	1	-0.9	-4	1.1	7	5	-8	8
Cc1nnc(NC(=O)CSc2ncnc3scc(-c4ccccc4)c23)s1	98	-6	0.1	-4	0.1	-13	11	-4	1
C[C@H](CO)N1C[C@H](C)[C@@H](CN(C)S(=O)(=O)c2cccs2)Oc2c(NC(=O)Nc3ccc4c(c3)OCO4)cccc2C1=O	/	0	-0.6	/	0.4	/	/	-2	/
COc1ccc(CCN2CC(C(=O)NCCc3ccc(C(F)(F)F)cc3)CCC2=O)cc1 (stereo not drawn)	104	-4	2.7	-6	3.8	0	11	0	2
CCOc1ccc(N2CC(C(=O)N3CCc4ccccc43)CC2=O)cc1 (stereo not drawn)	96	-6	-1.3	-9	-0.3	1	-13	-5	3
CC(C)C[C@H](NC(=O)Nc1ccc(Oc2ccccc2)cc1)C(=O)O	99	-6	-0.4	-9	0.1	0	23	0	-4
COc1cccc(NC(=O)C(OC(=O)/C=C/c2ccc3c(c2)OCO3)c2ccccc2)c1 (stereo not drawn)	99	-5	-0.2	7	0.7	32*	5	0	1
COc1ccc(NC(=O)c2sc3ncn(CC(=O)N4CCN(c5ccccn5)CC4)c(=O)c3c2C)c(OC)c1	104	-5	1.0	-1	1.0	-4	-24	-3	-1
CCOC(=O)c1cnc2ccc(OC)cc2c1NCCc1ccc(OC)c(OC)c1	107	-7	-1.5	-6	-0.9	-1	31	-11	1
COC(=O)c1sc2nc(SCc3cccc(F)c3)n(N)c(=O)c2c1C	99	-7	-0.1	3	0.5	4	21	-3	1
O=C(c1ccccc1)[C@H]1CC=CC[C@H]1C(=O)O	110	4	1.1	11	0.5	-6	34	4	13
C/C(=N\Nc1cccc(Cl)c1)c1ccncc1	101	-14	-2.4	-10	3.2	7	28	-6	1
CCN(CC)CC(=O)NCC1(c2ccccc2)CCOCC1	126	-4	0.3	0	1.2	-3	2	2	12
COC(C(=O)Nc1cc([N+](=O)[O-])ccc1C)c1ccccc1 (stereo not drawn)	74	-15	-1.0	-8	-0.6	-7	18	-7	-24
Cc1ccc(C)c(NC(=S)NCc2ccc3c(c2)OCO3)c1	97	0	0.4	21	0.3	-5	11	-4	1
CC(C)CCNC(=O)c1ccc2c(c1)ncn2C1CCCC1	93	-9	-0.8	-4	-0.4	2	5	-3	-5
NNC(=O)c1ccc(Cn2cc(Cl)cn2)o1	108	-4	-0.3	-13	0.2	-1	3	-1	23
NC(=O)c1noc(C(=O)N(CC(=O)NC2CCCC2)Cc2ccc3c(c2)OCO3)c1N	92	2	0.0	-11	0.2	-13	-4	-1	15
C/C(=N\NC(N)=O)c1cccc(Cl)c1	103	-2	0.2	6	-0.9	11	5	1	-3
CCCC1C2C(=O)N(c3ccccc3OCC)C(=O)C2ON1c1ccccc1 (stereo not drawn)	92	-15	-1.7	-11	-0.7	8	26	-2	-5
O=C(COc1ccccc1Cl)N1CCN(c2ccc(F)cc2)CC1	103	-8	-0.6	-9	0.1	2	9	-3	2
COc1ccc(OC)c(-c2cc(C(F)(F)F)c3c(n2)sc2c(O)cc(=O)[nH]c23)c1	91	-1	2.0	6	0.9	2	29	-4	-1
COc1ccc(C(=O)Nc2nc3ccccc3[nH]2)cc1S(=O)(=O)N1CCCC1	105	-3	0.0	0	-0.7	-24	-6	2	0
Cc1c(Cl)ccc2c(C(=O)NCCN3CCCCC3)cc(-c3ccccn3)nc12	166*	-13	2.1	-3	-0.5	-4	-1	0	23
Cc1onc(-c2ccccc2Cl)c1C(=O)OCc1nnc(-c2ccccc2)o1	/	-16	-0.8	/	0.4	/	/	-2	/
O=C(O)c1cccc(NS(=O)(=O)c2cccc3nsnc23)c1	101	10.0*	1.1	3	-0.6	3	5	-6	-1
O=C(COc1ccc(/C=N/NC(=O)c2ccccc2O)cc1)Nc1ccc([N+](=O)[O-])cc1	107	-3	-0.2	-2	1.4	-4	25	-1	30
CCC(=O)Nc1ccc(C(=O)Nc2ccc3c(c2)OCO3)cc1	98	-8	-0.2	-13	0.5	5	-2	-3	-1

Exported as labelled records: 2 of the compounds above.
COC(C(=O)Nc1cc([N+](=O)[O-])ccc1C)c1ccccc1 (stereo not drawn)
  MEKK2wt PB1 HTS: 74	OXTR potentiator: -15	OXTR ag: -1.0	GPR7 antagonist: -8	V1aR counter: -0.6	PfM18AAP inh: -7	NALP1 yeast inh: 18	GalR3 antagonist: -7	MEKK2mut PB1 HTS: -24

Cc1onc(-c2ccccc2Cl)c1C(=O)OCc1nnc(-c2ccccc2)o1
  MEKK2wt PB1 HTS: /	OXTR potentiator: -16	OXTR ag: -0.8	GPR7 antagonist: /	V1aR counter: 0.4	PfM18AAP inh: /	NALP1 yeast inh: /	GalR3 antagonist: -2	MEKK2mut PB1 HTS: /

Carrying on.
SMILES	MEKK2wt PB1 HTS	OXTR potentiator	OXTR ag	GPR7 antagonist	V1aR counter	PfM18AAP inh	NALP1 yeast inh	GalR3 antagonist	MEKK2mut PB1 HTS
COc1ccccc1NC(=O)CCn1cccc1	101	-7	0.3	1	-1.1	-2	27	-5	-1
CCOc1ccc(OCc2ccc(C(=O)Nc3ccc(Cl)cn3)o2)cc1	101	-6	-0.8	1	1.0	4	32	1	0
Cc1cc(C(=O)COC(=O)c2nc3nccc(C)n3n2)c(C)n1CC1CCCO1 (stereo not drawn)	92	1	-0.3	9	0.9	12	7	3	-3
O=C(CSc1nnc(-c2ccccc2O)n1-c1ccccc1)Nc1cccc(C(=O)O)c1	99	-2	-0.4	-15	-0.1	0	8	-5	1
Cc1ccc(NC(=O)c2cnccn2)cc1S(=O)(=O)N(C)C	96	-8	-0.4	-14	0.6	2	30	-3	-2
O=C(CC1C(=O)NCCN1Cc1ccc(Cl)c(F)c1)NCCc1cccnc1 (stereo not drawn)	81	-15	0.6	-10	1.6	-2	/	3	-18
O=C(O)CCC(=O)N1CCN(S(=O)(=O)c2ccc3ccccc3c2)CC1	103	-13	0.2	0	0.1	-11	11	-7	-1
Cn1cccc1/C=N/NC(=O)c1ccn[nH]1	95	-6	0.6	-4	0.1	8	19	6	-1
CC12CCC(=O)N1C(C(=O)Nc1ccccc1N1CCCCC1)CS2 (stereo not drawn)	/	4	-2.4	/	-1.1	/	/	-4	/
O=C(NC1CC1)C1CCN(C2CCN(Cc3ccccc3C(F)(F)F)CC2)CC1	103	1	0.8	-6	0.9	-3	20	4	8
COc1ccc(S(=O)(=O)N2CCCCC2)cc1NC(=O)CCOc1cc(C)ccc1C	/	-3	0.1	/	0.4	/	/	-6	/
C[C@@H]1CN([C@@H](C)CO)C(=O)c2cccc(NC(=O)Nc3ccc(F)cc3)c2O[C@@H]1CN(C)Cc1ccc(Oc2ccccc2)cc1	/	-11	2.4	/	-0.1	/	/	-11	/
O=S(=O)(N1CCOCC1)N1CCOCC1	102	-1	-0.4	-14	0.6	0	5	-8	3
COc1ccc(-c2c(NC(=O)c3ccco3)oc3ccccc3c2=O)cc1	107	7	-0.8	-18	-0.3	12	3	2	9
CSCCC(NC(=O)c1ccccc1Cl)C(=O)Nc1cccc(S(=O)(=O)N2CCCC2)c1 (stereo not drawn)	/	-11	-0.9	/	-1.4	/	/	2	/
CCc1cccc(C)c1NC(=O)CSc1ncn[nH]1	102	-3	3.3	-13	0.6	1	-7	-3	2
Cc1ccc(-n2ncc3c2CCCC3NC(=O)c2ccoc2)cc1C (stereo not drawn)	110	-6	3.2	-9	4.8	0	4	-4	10
FC(F)(F)c1nnc(-c2ccccc2)nc1Oc1ccccc1	105	0	-0.6	0	0.4	2	/	0	2
Cc1ccc(C)c(NC(=O)Cn2cnc3c(oc4ccccc43)c2=O)c1	103	12	1.0	-6	1.1	3	0	0	4
Cc1c(Cl)cccc1Nc1nc(N)nc(CSC(=S)N2CCOCC2)n1	100	-6	0.0	-2	1.4	4	19	-5	1
CCOC(=O)CCCC(=O)N1CCOCCOCCN(C(=O)CCCC(=O)OCC)CCOCCOCC1	65	-4	-0.2	6	-0.9	4	-3	-1	-13
O=C(NCc1ccccc1)NC1(C(=O)N2CCOCC2)CCCCC1	102	2	1.3	-8	-0.4	-2	6	-6	4
CCCc1cc(C(=O)NCCc2ccccc2)no1	110	1	-3.0	7	-0.2	1	37	/	8
Cc1ccc(NC2CCCN(C(=O)c3c(C)noc3C)C2)cc1C (stereo not drawn)	107	-3	0.2	0	0.3	-2	6	-2	6
COc1cc(OC)c(OC)cc1CNC(=O)c1ccc(S(=O)(=O)N2CCCCC2)cc1	/	-5	1.3	/	8.4	/	/	-7	/

An unsorted share of the library; any-hit rate near 4.1%.
